KLK5 inh = kallikrein 5 (human) inhibition; Q9Y337; inhibition, % at 5 µM; recombinant hK5, fluorogenic AMC substrate cleavage; hit rate 0.59% among 210,000; AID 873;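 active = inhibition of 40% or more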;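 note: 0% = enzyme controls without compound and 100% = no-enzyme blanks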
Target sequence (Q9Y337 67-293 limits assumed): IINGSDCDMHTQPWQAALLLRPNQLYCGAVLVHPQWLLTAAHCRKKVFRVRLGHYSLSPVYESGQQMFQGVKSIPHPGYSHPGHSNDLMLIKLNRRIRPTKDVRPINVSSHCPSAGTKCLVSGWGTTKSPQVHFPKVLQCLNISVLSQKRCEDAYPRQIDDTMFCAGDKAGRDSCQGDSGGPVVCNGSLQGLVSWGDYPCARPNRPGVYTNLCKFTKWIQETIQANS
PERK inh = human PERK inhibition, primary cell-based screen; CHO PERK-DD fusion, SEAP luminescence translation reporter; inhibition, % at 5.6 µM; hit rate 0.17% among 220,000;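 active = inhibition above the mean inhibition of all tested compounds plus 3 SD, set separately per screening campaign, cut at about 2.9% in these data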;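 note: PERK kinase domain activated by AP20187 dimerizer at 100 nM; 0% = DMSO with dimerizer and 100% = rapamycin at 8.4 µM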
Furin inh = inhibitors of human furin | P09958 | purified furin, fluorogenic substrate cleavage | inhibition, % at 30 µM | hit rate 0.061% among 220,000; in the data active = inhibition above about 25%; note: inactives centre near -15
FXIa inh 1536 = inhibitors of human coagulation factor XIa | purified FXIa, Boc-Glu-Ala-Arg-AMC fluorogenic substrate | hit rate 0.14% among 220,000 | P03951 | inhibition, % at 5 µM;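 active = inhibition of at least 40%; inactive = inhibition below 40%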;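 note: fluorescence of freed AMC excited at 355 nm; 0% = enzyme without compound and 100% = no enzyme blank; many of its hits are not listed in these tables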
KCC2 mod = modulators of human KCC2 chloride dependent transport; KCC2 cells, thallium flux FluoZin-2 fluorescence; hit rate 2.2% among 190,000; Q9H2X9; B-score of Tl+ flux slope (higher = more flux/activation; lower = inhibition) at 10 µM;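 active = thallium flux slope and its plate-corrected score both differing from the plate sample mean at a set confidence after two filtering rounds, in either direction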;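 note: slope of fluorescence scaled to starting intensity during 10 to 20 s after thallium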
FXIIa inh 1536 = factor XIIa (human) inhibition. P00748. hit rate 0.3% among 220,000. purified FXIIa, Boc-QGR-AMC fluorogenic substrate, 2 h. inhibition, % at 5 µM; in the data active = inhibition above about 40%;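 note: 0% = enzyme with no compound and 100% = blank without enzyme; many of its hits are not listed in these tables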
Target sequence (P00748 20-372 limits assumed): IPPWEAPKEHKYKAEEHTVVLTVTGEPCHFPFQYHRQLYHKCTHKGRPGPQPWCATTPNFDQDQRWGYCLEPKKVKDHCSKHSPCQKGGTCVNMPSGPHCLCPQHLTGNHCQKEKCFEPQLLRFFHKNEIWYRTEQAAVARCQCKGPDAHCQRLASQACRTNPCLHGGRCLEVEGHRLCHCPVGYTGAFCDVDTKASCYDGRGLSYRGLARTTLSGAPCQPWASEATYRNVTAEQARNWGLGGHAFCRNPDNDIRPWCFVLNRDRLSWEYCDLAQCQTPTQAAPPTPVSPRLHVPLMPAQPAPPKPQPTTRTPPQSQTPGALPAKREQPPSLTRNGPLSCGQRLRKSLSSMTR
Target sequence (P00748 373-615 limits assumed): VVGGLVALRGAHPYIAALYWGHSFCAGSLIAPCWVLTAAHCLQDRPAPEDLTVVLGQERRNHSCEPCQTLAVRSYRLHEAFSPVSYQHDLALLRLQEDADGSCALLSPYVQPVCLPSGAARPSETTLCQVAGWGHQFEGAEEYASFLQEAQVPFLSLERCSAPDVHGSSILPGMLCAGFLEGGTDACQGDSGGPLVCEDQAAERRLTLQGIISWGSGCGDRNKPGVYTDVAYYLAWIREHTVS
Rad51 HR inh = Rad51 (human) homologous recombination inhibition; Q06609; hRad51 DNA strand exchange, fluorescence dequenching; inhibition, % at 10 µM; hit rate 0.085% among 200,000; AID 1385;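 active = inhibition above 40% at the single screening dose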;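 note: 0% = DMSO control wells and 100% = blanks with heterologous ssDNA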
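System: hRad51 filaments on single-stranded DNA; reagent: Fluorescein- and BHQ1-tagged 47-mer duplex; compound dosing: one concentration, 10 µM final; timing: filaments 15 min 37 °C, then compound 30 min; measured by: fluorescein emission 520 nm, excitation 485 nm; benchmarks: per-plate controls and blanks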
m-calpain inh = blocks pig calpain II enzyme activity | purified calpain II, fluorogenic peptide substrate, 30 min | inhibition, % at 16 µM | hit rate 0.37% among 220,000 | AID 1236;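 active = inhibition above about 50%, limit read from the data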
thrombin 1536 = thrombin (human) inhibition; hit rate 0.26% among 220,000; P00734; alpha-thrombin, Boc-VPR-AMC fluorogenic substrate cleavage; AID 1046; inhibition, % at 5 µM;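 active = inhibition at or above 40%; inactive = inhibition below 40%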;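 note: 0% = enzyme with no compound and 100% = wells without enzyme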
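Test system: human alpha-thrombin; medium: pH 7.5 Tris-saline with Tween 20; times: reaction at room temperature; signal: AMC fluorescence at 355 nm excitation and 460 nm emission; also added: Boc-VPR-AMC substrate, 15 µM final; dosing: one concentration per compound, 5 µM, with 0.2% DMSO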
An asterisk follows results filed as active; . = no result given; [ ] = remark or other dose. Not all compounds are listed; rates above refer to the full screens.

#	KLK5 inh	PERK inh	Furin inh	FXIa inh 1536	KCC2 mod	FXIIa inh 1536	Rad51 HR inh	m-calpain inh	thrombin 1536	canonical_smiles
1	-12.0	-0.8	-9.5	-2.9	-0.77	0.1	-1.2	-2.4	-4.5	CCc1nn(C(C)C(=O)NC(C)CCc2ccco2)c(=O)c2cc3occc3n12 (centres undefined)
2	-15.8	-0.3	-1.9	-4.8	0.169	1.9	-6.6	25.2	1.5	COc1cc(C(=O)N/C(=C\c2cn(C)c3ccccc23)C(=O)NCCCO)cc(OC)c1OC
3	-1.3	1.4	-14.9[20 µM]	5.5	-0.473	18.0	0.1	-36.1	3.2	CCOC(=O)C1=C(c2ccccc2)NC(SCC(=O)NC2CCCCC2)=C(C#N)C1c1ccco1 (centres undefined)
4	-12.3	-0.1	-12.8[20 µM]	1.6	0.138	12.2	4.0	13.0	-1.5	COc1ccc(N2CCSC2C(=O)NN)cc1 (centres undefined)
5	-0.8	-0.8	-25.1	-7.4	-6.06*	-7.8	6.8	13.1	-5.8	Cn1c(/C(C#N)=C(\O)CN2CCN(Cc3ccccc3)CC2)nc2ccccc21
6	4.0	0.3	-11.5	-1.2	0.175	0.5	-0.2	29.4	-4.6	O=C(c1cccnc1)C1Cc2ccccc2C1=O (centres undefined)
7	-2.3	-0.8	-30.6	-3.4	-0.67	.	6.8	10.4	-6.0	C=CC[n+]1c(-c2ccc(Cl)cc2Cl)csc1Nc1c(C)n(C)n(-c2ccccc2)c1=O
8	-1.3	-0.2	-13.5[20 µM]	6.2	-0.993	5.5	6.7	-0.6	-4.6	Cc1nc2ccc(C(=O)N3CCN(c4ccccn4)CC3)cc2s1
9	-18.3	0.2	-214.0	-9.1	-1.51	-10.8	-1.9	-312.3	-20.4	c1ccc(-c2ccc(-c3ccccn3)s2)nc1
10	-5.3	-0.4	-21.8	-6.3	-0.313	3.9	6.5	-12.3	-9.8	COc1ccccc1C(=O)C1CCCN(C(=O)c2cn3cc(Cl)ccc3n2)C1 (centres undefined)

Just Furin inh (5 entries from above):
| cpd | mol | Furin inh |
| --- | --- | --- |
| 4 | COc1ccc(N2CCSC2C(=O)NN)cc1 (centres undefined) | -12.8[20 µM] |
| 6 | O=C(c1cccnc1)C1Cc2ccccc2C1=O (centres undefined) | -11.5 |
| 2 | COc1cc(C(=O)N/C(=C\c2cn(C)c3ccccc23)C(=O)NCCCO)cc(OC)c1OC | -1.9 |
| 5 | Cn1c(/C(C#N)=C(\O)CN2CCN(Cc3ccccc3)CC2)nc2ccccc21 | -25.1 |
| 7 | C=CC[n+]1c(-c2ccc(Cl)cc2Cl)csc1Nc1c(C)n(C)n(-c2ccccc2)c1=O | -30.6 |

Next section
#	KLK5 inh	PERK inh	Furin inh	FXIa inh 1536	KCC2 mod	FXIIa inh 1536	Rad51 HR inh	m-calpain inh	thrombin 1536	canonical_smiles
11	-2.0	0.9	-19.3	-1.4	0.419	8.6	-1.9	0.9	-3.9	Cn1c(NC(=O)c2ccc(S(=O)(=O)N3CCOCC3)cc2)cc(=O)n(C)c1=O
12	-14.0	0.5	-15.6[20 µM]	-5.2	-0.424	13.4	-0.5	-3.0	6.8	O=C(NC1CCS(=O)(=O)C1)N1CCCCC1 (centres undefined)
13	-4.5	1.5	-19.6	9.2	0.379	5.6	1.0	-15.0	0.0	COc1ccc(-c2csc(NC(=O)CN3C(=O)CCC3=O)n2)cc1OC
14	-26.1	0.6	-14.2	5.7	0.864	11.1	3.0	3.5	0.2	COc1cc(C(=O)NNc2nc3cc4c(cc3s2)OCO4)cc(OC)c1OC
15	-35.5	0.7	-19.2	-2.6	0.0559	8.2	0.7	-7.7	6.2	CCN(CC)C(=O)c1cn(CCC#N)nc1-c1ccc(F)cc1
16	2.3	0.8	-11.8	4.9	-0.482	10.5	15.9	10.2	1.9	CC(=O)/C=C(\C)Nc1ccccc1O
17	-13.5	0.9	-14.4	9.2	-2.55	14.3	6.7	3.8	-9.0	CC(C)=NOC(=O)c1ccc(-c2ccccc2)cc1
18	-12.0	0.5	-31.6	-2.3	0.477	12.7	1.6	1.7	-0.1	Cc1sc2ncnc(Sc3nnnn3-c3ccccc3)c2c1C
19	-2.1	0.9	-22.6	-4.4	-0.651	6.0	-0.4	-11.9	-7.0	CCc1ccc(-c2csc3ncn(CC)c(=O)c23)cc1
20	-12.1	0.3	-14.6	-3.9	-0.0157	-3.3	6.9	13.2	-3.3	O=[N+]([O-])c1ccc(N2CCN(S(=O)(=O)c3ccccc3)CC2)cc1NCC1CCCO1 (centres undefined)

#	KLK5 inh	PERK inh	Furin inh	FXIa inh 1536	KCC2 mod	FXIIa inh 1536	Rad51 HR inh	m-calpain inh	thrombin 1536	canonical_smiles
21	-14.9	-0.7	-3.0[20 µM]	6.6	-1.71	2.6	-2.5	25.7	2.6	CCn1c(CNc2ccc(Cl)cc2)nnc1SCc1ccccc1
22	7.9	1.6	-29.3	5.2	.	4.7	0.8	-33.6	-3.8	CC(=O)OCC[n+]1c(C)n(-c2ccccc2)c2ccc(Cl)cc21
23	-0.7	-0.9	-19.9	-0.8	2.21	-1.0	22.6	13.8	-2.6	CCC(=O)Nc1nc2ccccc2n1Cc1ccccc1Cl
24	-16.7	0.5	-16.1[20 µM]	1.2	.	-7.9	5.3	-4.9	-1.8	Cc1ccc(-c2cc(C(=O)NCC3CCCO3)no2)cc1 (centres undefined)
25	2.5	-0.3	-13.5[20 µM]	4.0	.	13.2	-3.0	-10.8	0.5	Cc1ccc(-c2csc(N(CCc3ccccc3)C(=O)COc3ccccc3)n2)cc1
26	-1.2	0.4	-21.1[20 µM]	8.1	1.19	18.1	-2.0	-38.2	4.1	O=C(CSc1nnc2ccccn12)NCCN1C(=O)CSC1=O
27	-17.2	0.4	-10.8	3.9	.	21.2	0.8	10.4	-10.8	c1ccc(Cn2nnc3c(N4CCCC4)ncnc32)cc1
28	0.1	1.6	-4.6	2.8	0.774	10.0	-2.5	-1.5	-6.4	CN(C)CC(C)(C)CN=Cc1c(O)[nH]c2ccccc12
29	.	0.9	-28.9	-0.1	0.271	6.5	0.3	-22.3	4.8	CCOc1cc(/C=C2/C(=N)N3OC(C)=CC3=NC2=O)ccc1OC(=O)c1ccco1
30	20.0	0.1	-10.6[20 µM]	8.0	0.519	15.4	0.5	24.6	7.9	CC(=O)c1ccc(-n2c(C)ccc2-c2ccccc2)cc1

#	KLK5 inh	PERK inh	Furin inh	FXIa inh 1536	KCC2 mod	FXIIa inh 1536	Rad51 HR inh	m-calpain inh	thrombin 1536	canonical_smiles
31	-6.3	1.2	-29.3	5.6	0.981	4.6	12.7	-23.5	-1.8	CCOc1nc2c(c(-c3cccs3)c1C#N)Cc1ccccc1-2
32	-13.4	0.4	0.5[20 µM]	-4.4	0.0152	13.1	-5.7	39.0	7.8	COC(=O)c1ccccc1OCC(=O)NC1CCCCC1
33	-6.0	0.4	-5.3	3.8	-2.56	10.7	-0.8	21.0	0.8	CC(C)Nc1nc(NC(C)C)nc(N(C#N)C(C)C(=O)N(C)C)n1 (centres undefined)
34	-3.0	1.4	-83.1	-5.0	.	-5.8	1.6	-330.1	-0.9	OCCCCc1nccc2c1[nH]c1ccccc12
35	-1.9	0.6	-15.6	0.5	-0.412	9.7	3.6	18.3	-8.7	CCOC(=O)c1ccccc1NC(=O)CSc1nc2ccccc2c(=O)[nH]1
36	-5.0	-0.6	2.2	6.4	-1.82	13.3	0.6	8.2	2.8	COc1cc(/C=N/NC(=O)c2cccnc2)ccc1OS(=O)(=O)c1cc(C)ccc1C
37	3.8	1.3	-13.9	-0.1	-0.303	6.8	-0.7	-91.8	1.2	S=C1NC(C23CC4CC(CC(C4)C2)C3)=CC(c2ccc3c(c2)OCO3)N1 (centres undefined)
38	3.3	1.9	-37.3	1.3	1.23	7.3	.	-23.9	0.9	Cc1ccc(NC(=O)N2CCCC(C(=O)O)C2)cc1 (centres undefined)
39	-2.1	1.3	-3.2[20 µM]	-9.1	0.0192	0.2	.	-7.5	-5.9	COC(=O)c1ccc(NC(=O)N2CCC(O)(c3cccnc3)CC2)cc1
40	2.1	1.2	-13.4[20 µM]	1.3	-0.0107	20.2	3.5	-29.8	4.0	CCN(CC)S(=O)(=O)c1cc(C(=O)O)ccc1Cl

Whole records, quoted from the list:
`COc1cc(/C=N/NC(=O)c2cccnc2)ccc1OS(=O)(=O)c1cc(C)ccc1C` as listed: KLK5 inh: -5.0; PERK inh: -0.6; Furin inh: 2.2; FXIa inh 1536: 6.4; KCC2 mod: -1.82; FXIIa inh 1536: 13.3; Rad51 HR inh: 0.6; m-calpain inh: 8.2; thrombin 1536: 2.8
`Cc1ccc(NC(=O)N2CCCC(C(=O)O)C2)cc1` (centres undefined) as listed: KLK5 inh: 3.3; PERK inh: 1.9; Furin inh: -37.3; FXIa inh 1536: 1.3; KCC2 mod: 1.23; FXIIa inh 1536: 7.3; Rad51 HR inh: .; m-calpain inh: -23.9; thrombin 1536: 0.9

Other entries:
#	KLK5 inh	PERK inh	Furin inh	FXIa inh 1536	KCC2 mod	FXIIa inh 1536	Rad51 HR inh	m-calpain inh	thrombin 1536	canonical_smiles
41	5.7	1.1	-16.2	6.9	-0.772	8.8	.	4.5	-8.0	CC1=C(C)C(OCCCl)N(c2cc(O)c(Cl)cc2F)C1=O (centres undefined)
42	3.1	-0.5	-7.3	20.4	-0.146	2.8	-7.4	-0.9	0.1	CCOP(=O)(OCC)C(Nc1ccccc1)c1ccccc1C(F)(F)F (centres undefined)
43	15.1	-2.3	-0.3[20 µM]	0.1	.	6.8	9.9	21.1	-0.3	COc1cccc(OC)c1C(=O)NC(C)C12CC3CC(CC(C3)C1)C2 (centres undefined)
44	11.5	0.8	-6.5	-2.7	.	3.3	13.5	-8.8	0.2	Cc1cc(C(=O)N2CCCC(C(=O)c3cccc(C(F)(F)F)c3)C2)nc(C)n1 (centres undefined)
45	-15.4	0.4	-12.4[20 µM]	-15.1	-1.67	0.7	-8.9	22.5	-0.1	Cc1cccc(Nc2nc(N3CCCC3)nc(N3CCCC3)n2)c1
46	-14.2	0.1	-10.9[20 µM]	-1.8	2.21	0.6	-2.3	-106.9	-17.2	CCN(CC)C(=S)Sc1c(-c2ccccc2)c2cc(Cl)ccc2[nH]c1=O
47	0.1	-0.8	-18.1[20 µM]	-3.1	0.478	9.8	-9.2	3.3	-0.8	Oc1ccc(Cl)cc1-c1cc(-c2cccc(Br)c2)n[nH]1
48	-0.9	0.4	-22.4	4.2	.	17.5	9.7	-10.1	0.3	N/C(=N\c1nc2c(c(=O)[nH]1)CCCC2)Nc1ccccc1

Sorted by number of heavy atoms (low to high): part of the list above.
#	KLK5 inh	PERK inh	Furin inh	FXIa inh 1536	KCC2 mod	FXIIa inh 1536	Rad51 HR inh	m-calpain inh	thrombin 1536	canonical_smiles
47	0.1	-0.8	-18.1[20 µM]	-3.1	0.478	9.8	-9.2	3.3	-0.8	Oc1ccc(Cl)cc1-c1cc(-c2cccc(Br)c2)n[nH]1
45	-15.4	0.4	-12.4[20 µM]	-15.1	-1.67	0.7	-8.9	22.5	-0.1	Cc1cccc(Nc2nc(N3CCCC3)nc(N3CCCC3)n2)c1
43	15.1	-2.3	-0.3[20 µM]	0.1	.	6.8	9.9	21.1	-0.3	COc1cccc(OC)c1C(=O)NC(C)C12CC3CC(CC(C3)C1)C2 (centres undefined)

Assay outcomes as filed in PubChem.
